ELG1 repair inh: ELG1-dependent DNA repair inhibition | HEK293T ELG1-luciferase reporter, luminescence, 16 h; DNA damage induced by 5-fluorouridine | Potency, µM (titrated, usually from 46.1 µM), for the others: at the top dose activity change, negative = inhibition, hits mostly inhibitors | 330,000 compounds, 2.3% hits; further: potency means the concentration at half of the fitted maximal effect; on the % scale 0 is the no-effect control and ±100 the full control effect; nearly all actives have a fitted effect of over 55% in size
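Cells (2,000 per well) received 5-fluorouridine plus test compound or DMSO and were incubated 16 hr at 37 °C, 5% CO2. Luciferase activity was read by luminescence 30 min after ONE-Glo addition; signal suppression marked inhibition of damage-induced ELG1 function.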
RORg inh: inhibitors of mouse ROR gamma transcriptional activity; AID 2551; Potency, µM (highest dose often 53.6 µM), inactives show at the highest dose activity change, negative = inhibition, hits mostly inhibitors; 310,000 compounds, 5.4% hits; Drosophila S2 Gal4-RORgamma UAS-luciferase reporter, 20 h; P51450; further: potency means the concentration at half of the fitted maximal effect; on the % scale 0 is the no-effect control and ±100 the full control effect; nearly all actives have a fitted effect of over 60% in size
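Stable Schneider cell line, Gal4 DNA-binding domain fused to ROR gamma, UAS-luciferase. Cmpd 1 hr RT → CuSO4 700 uM final → 20 hr RT → luciferase reagent 10 min → luminescence.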
KCNH2 3.1 inh: blocks the human KCNH2 3.1 channel isoform | AID 720553 | U2OS KCNH2 3.1, thallium flux FluxOr; active compounds read low | activity change, % (tested at about 1.8 µM) | 340,000 compounds, 0.95% hits;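 active means maximum activity change below -70%; inconclusive means maximum activity change from -70% to -50%; inactive means maximum activity change above -50%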;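 further: thallium influx rate constant from kinetic fluorescence after stimulation buffer; on the % scale 0 is the no-effect control and ±100 the full control effect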
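Measured as rate of thallium-driven FluxOr signal in transduced U2OS cells carrying the 3.1 channel, read kinetically for 2 min upon stimulation; values are rate constants scaled to DMSO control wells.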
VP16 counter: inhibits Gal4-VP16 luciferase reporter, ROR gamma counter-screen | Drosophila S2 Gal4-VP16 UAS-luciferase, luminescence, 20 h | Potency, µM (series often up to 53.6 µM), for inactives: at the highest dose activity, negative = inhibition, hits mostly inhibitors | 310,000 compounds, 3.5% hits | AID 2546;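 further: Gal4-VP16 expression switched on by copper sulfate through the metallothionein promoter; potency means the concentration at half of the fitted maximal effect; on the % scale 0 is the no-effect control and ±100 the full control effect; nearly all actives have a fitted effect of over 50% in size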
Rab9 prom act: activators of Rab9 promoter; 320,000 compounds, 2.8% hits; Potency, µM (series often up to 9.22 µM), for inactives: at the top dose activation, negative = inhibition, most hits filed as activators; Huh7 Rab9 promoter-luciferase reporter, luminescence, 24 h; further: potency means the concentration at half of the fitted maximal effect; % of control where 0% means no effect; nearly all actives have a fitted effect of over 60% in size
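Quantitative HTS format; Huh7 Rab9-luciferase reporter cells (1500/well) receive compound 2 h post-plating, incubate 24 h at 37 °C, then get luciferase reagent for 10 min before luminescence reading.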
Menin MLL FP TR: displaces Texas Red mutant MLL peptide from human menin. O00255. Menin + Texas Red MLL mutant peptide, fluorescence polarization. Potency, µM (top dose mostly 61.6 µM), for inactives: top-dose FP activity change, negative = inhibition, usual class: inhibitors. 270,000 compounds, 0.23% hits. AID 1768; active means well fitted inhibition curve with a large enough effect in the polarisation, with a control signal flat, not every such curve was filed as active; inconclusive means small, poorly fitted or top-dose-only effect, or effect the other way, or a change in a side signal; inactive means no such curve, though single readings can be large or run the other way; the % refers to the polarisation; further: potency means the concentration at half of the fitted maximal effect; % of control where 0% means no effect; many of its hits are not listed in these tables
Target sequence (O00255 whole entry, looked up): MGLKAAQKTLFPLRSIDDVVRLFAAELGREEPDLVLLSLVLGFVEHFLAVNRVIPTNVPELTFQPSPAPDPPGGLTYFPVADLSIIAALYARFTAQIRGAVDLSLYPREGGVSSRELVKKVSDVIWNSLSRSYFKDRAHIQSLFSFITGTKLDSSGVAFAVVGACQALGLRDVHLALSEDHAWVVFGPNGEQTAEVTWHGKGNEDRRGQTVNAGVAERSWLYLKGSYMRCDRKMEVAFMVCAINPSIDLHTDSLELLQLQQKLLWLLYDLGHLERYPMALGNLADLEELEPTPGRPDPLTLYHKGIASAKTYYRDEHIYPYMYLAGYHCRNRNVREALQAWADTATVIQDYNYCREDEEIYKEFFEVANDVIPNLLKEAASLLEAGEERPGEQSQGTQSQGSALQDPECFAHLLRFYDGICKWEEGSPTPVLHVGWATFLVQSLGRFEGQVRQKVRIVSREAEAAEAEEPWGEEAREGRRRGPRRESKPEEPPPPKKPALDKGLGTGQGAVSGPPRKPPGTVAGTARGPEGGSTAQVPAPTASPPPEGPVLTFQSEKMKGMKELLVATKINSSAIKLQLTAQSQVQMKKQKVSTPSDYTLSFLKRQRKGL
FLuc counter: counter-screen for miR-21 project: firefly luciferase inhibitors or activators; P08659; purified FLuc, Km substrates, luminescence inhibition; Potency, µM (highest dose often 57.5 µM), without a hit: at the highest dose activity change, negative = inhibition, hits mostly inhibitors; 360,000 compounds, 6.9% hits; AID 588342;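 further: potency means the concentration at half of the fitted maximal effect; plate controls were vehicle for no effect and reference inhibitor for full effect; nearly all actives have a fitted effect of over 55% in size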
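Purified P. pyralis luciferase, 10 nM final, with Km-level 10 uM D-luciferin and 10 uM ATP in 50 mM Tris acetate pH 7.5, 10 mM Mg acetate, 0.01% Tween-20, 0.05% BSA; 6-point qHTS titration about 60 µM downward; luminescence read.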
Mito fusion yeast: mitochondrial division inhibition or fusion activation; S. cerevisiae fusion-defective mutant growth rescue, CellTiterGlo 48 h; AID 485298; Potency, µM (titrated, usually from 46.1 µM), inactives show at the top dose growth rescue (activation), hits mostly activators; 320,000 compounds, 0.23% hits;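 further: potency means the concentration at half of the fitted maximal effect; % of control where 0% means no effect; nearly all actives have a fitted effect of over 45% in size; temperature-sensitive fusion mutants such as fzo1-1 at 37 °C on non-fermentable ethanol glycerol medium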
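Luminescent cell viability in 1536-well qHTS format served as the measure of rescued growth in ts fusion-mutant S. cerevisiae cultured on non-fermentable YPEG for 48 hours at 37C.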
NPC1 prom act: activators of NPC1 promoter; Huh7 NPC1 promoter luciferase reporter, 24 h; Potency, µM (highest dose often 9.22 µM), inactives show at the highest dose activation, actives largely listed as activators; 320,000 compounds, 2.4% hits;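 further: potency means the concentration at half of the fitted maximal effect; % of control where 0% means no effect; nearly all actives have a fitted effect of over 60% in size; reporter is driven by a mutant NPC1 promoter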
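Huh7 reporter cells (NPC1 promoter driving luciferase) are dosed with compound for 24 h at 37 °C, 5% CO2; luciferase detection reagent is then added and luminescence measured after 10 min at ambient temperature.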
MBNL1 CUG block: blocks human MBNL1 binding to CUG repeat RNA; Q9NR56; TR-FRET MBNL1-His/biotin-(CUG)12 binding, 665/545 ratio; 280,000 compounds, 0.036% hits; Potency, µM (series often up to 57.5 µM), for the others: top-dose activity change, negative = inhibition, usual class: inhibitors; active means well fitted inhibition curve with a large enough effect in the signal ratio, with a control signal flat, not every such curve was filed as active; inconclusive means small, poorly fitted or top-dose-only effect, or effect the other way, or a change in a side signal; inactive means no such curve, though single readings can be large or run the other way; the % refers to the signal ratio; further: potency means the concentration at half of the fitted maximal effect; on the % scale 0 is the no-effect control and ±100 the full control effect
Target sequence (Q9NR56 whole entry, looked up): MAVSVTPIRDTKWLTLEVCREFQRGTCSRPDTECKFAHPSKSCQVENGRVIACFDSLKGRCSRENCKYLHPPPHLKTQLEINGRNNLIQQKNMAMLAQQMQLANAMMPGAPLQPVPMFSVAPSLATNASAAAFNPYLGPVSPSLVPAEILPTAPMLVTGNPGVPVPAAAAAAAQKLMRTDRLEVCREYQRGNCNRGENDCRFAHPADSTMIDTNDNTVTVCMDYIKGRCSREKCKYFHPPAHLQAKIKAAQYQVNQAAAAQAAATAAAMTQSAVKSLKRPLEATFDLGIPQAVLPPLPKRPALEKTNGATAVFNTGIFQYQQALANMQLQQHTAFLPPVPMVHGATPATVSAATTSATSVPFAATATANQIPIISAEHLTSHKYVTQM
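Ratiometric TR-FRET (665 over 545 nm, excitation 340 nm) tracks disruption of MBNL1-His/biotin-(CUG)12 complex after 60 min at room temperature, with compounds at 92 nM to 58 uM final.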
PKM2 act: PKM2 (human) enzyme activation; P14618; purified PKM2, Kinase-Glo ATP luminescence, activation; response scale: 0% is enzyme alone, no compound; AID 1631; Potency, µM (doses to about 57.5 µM), without a hit: at the highest dose activation, hits mostly activators; 260,000 compounds, 0.34% hits; further: potency means the concentration at half of the fitted maximal effect; on the % scale 0 is the no-effect control and ±100 the full control effect; nearly all actives have a fitted effect of over 55% in size
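ATP formation by purified human PK-M2, quantified via coupled luciferase luminescence after 1 h at room temperature with 0.1 mM ADP and 0.5 mM PEP final.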
Numbers without * were called inactive; u = inconclusive; x = not tested or not shown; [ ] = dose if it differs, or a comment. Unless noted, the call rests on the fitted dose curve; in most records, active means well fitted curve in the direction sought with a large enough effect; inconclusive means small, poorly fitted or top-dose-only effect, or another doubt; inactive means no such curve, though single readings can be large; an effect the other way counts as inactive or inconclusive. This is a subset. The share of hits here may be higher or lower than overall.

Each structure is followed by: ELG1 repair inh	Rab9 prom act	RORg inh	KCNH2 3.1 inh	MBNL1 CUG block	Mito fusion yeast	Menin MLL FP TR	PKM2 act	VP16 counter	NPC1 prom act	FLuc counter
> CC(/C=N/NC(=O)c1ccc(CN2c3cccc4cccc(c34)S2(=O)=O)cc1)c1ccccc1 (stereo not given)
    u	-1%	-100%	-84*	117%[activator]	-4%	11%	0%	u	-1%	0%
> N#Cc1c(Cn2cncn2)nc(=O)n(-c2ccccc2)c1N
    6%	-10%	18%	23	1%	-1%	12%	2%	5%	-2%	-1%
> C=CCn1c(SCc2ccc(OC)cc2)nnc1-c1cccnc1
    -6%	2%	16%	-20	-15%	-1%	1%	0%	-4%	6%	0%
> O=C(CSc1nnc(SCc2ccccc2)s1)NNC(=S)Nc1ccccc1
    -6%	3%	14µM*	-1	-2%	4%	u	-2%	13µM*	-2%	u
> CCCc1cc(=O)[nH]c(SCC(=O)Nc2cc3c(cc2C(C)=O)OCO3)n1
    -10%	-4%	-24%	0	-1%	13%	-4%	-4%	-1%	0%	1%
> COc1cc(C(=O)N/C(=C\c2cn(C)c3ccccc23)C(=O)NCCCn2ccnc2)cc(OC)c1OC
    3%	2%	-1%	6	u	-14%	-1%	x	-12%	1%	2%
> CCCCCNC(=O)C(C#N)c1nc2ccccc2nc1N1CCCC1 (stereo not given)
    14%	-3%	3%	-1	-4%	-1%	0%	0%	2%	-1%	4%
> Cc1cc(C(=O)N2CCN(C(=O)c3ccco3)CC2)ccc1[N+](=O)[O-]
    4%	-4%	1%	-20	19%	6%	-12%	-2%	-5%	-4%	2%
> Cc1nn(CC(=O)NCCc2ccc(Cl)cc2)c(C)c1[N+](=O)[O-]
    -1%	6%	17%	-3	-6%	1%	16%	0%	3%	2%	8%
> CN1CCN(c2ccc(CNS(=O)(=O)c3ccc(F)cc3Cl)cc2)CC1
    -5%	-1%	-5%	10	-5%	-4%	x	-1%	3%	-4%	-1%
> NC1=NC[C@H](c2ccccc2)N1CCc1cccc(F)c1
    -2%	-5%	-13%	-3	3%	-4%	x	0%	3%	-4%	-1%
> O=C(Cn1c(NCCO)nc2ccccc21)c1cccs1
    2%	9%	7%	4	3%	0%	3%	-1%	1%	-1%	u
> COc1ccc(-c2oc(NC(=O)c3ccc(C)cc3)c(C#N)c2-c2ccc(OC)cc2)cc1
    -23%	2%	34%	-7	1%	10%	-23%	2%	3%	4%	4%
> O=C(Nc1ccc2c(c1)OCCO2)c1ccc(Cl)c(Cl)c1
    u	1.4µM*	23%	-1	2%	-2%	34%[activator]	2%[11.5 µM]	-15%	1.6µM*	4.8µM*
> CC(C)CN1C(=O)C(=O)N(CC(=O)N2c3ccccc3NC(=O)CC2C)C1=O (stereo not given)
    17%	-5%	x	9	x	-1%	x	x	x	-1%	3%
> O=C(CSc1nc(C2CC2)nc2sc3c(c12)CCCC3)NCc1ccco1
    18%	23%	-12%	0	5%	-2%	23%	-9%	6%	14%	-11%
> Clc1ccc(-c2nc(Cc3ccccc3)no2)cc1
    u	u	43%	-5	-7%	0%	-2%	6%	-9%	u	12µM*
> CCO[C@@H]1OC(C(=O)O)=C[C@H](c2ccc3c(c2)OCO3)[C@H]1CCCO
    13%	2%	5%	2	-8%	5%	-1%	0%	-2%	-3%	-3%
> CCCCNC(=O)CSc1nc2cc(OC)c(OC)cc2c(=O)n1Cc1ccc(OC)cc1
    -17%	-5%	-3%	8	-9%	-3%	11%	-2%	5%	2%	7%
> Cc1cc(C)c(C#N)c(Nc2cccc(C)c2C)n1
    0%	8%	1%	-4	8%	-1%	2%	-2%	8%	-2%	-1%
> CCC(C(=O)Nc1ccccc1F)n1nc(C)c2c(C)n(-c3ccccc3)nc2c1=O (stereo not given)
    3%	1%	18%	8	-4%	u	-11%	x	5%	-2%	6%
> Cc1nc2ccccn2c1C(=O)N/N=C/c1ccc([N+](=O)[O-])cc1
    -1%	-13%	6%	-27	6%	-5%	x	3%	5%	2%	2%
> COc1ccccc1NC(=O)C(Cc1ccc(Cl)cc1)c1nn[nH]n1 (stereo not given)
    6%	-2%	-19%	-16	-4%	0%	-15%	2%	14%	2%	3%
> Cc1[nH]c(=O)[nH]c(=O)c1S(=O)(=O)N1CCN(c2ccccc2)CC1
    0%	-1%	1%	10	0%	14%	-1%	x	-2%	-1%	0%
> Cc1ccc(S(=O)(=O)N2CCN(c3nc(C)nc4sc5c(c34)CCC(C)C5)CC2)cc1 (stereo not given)
    20%	-6%	2%	x	5%	1%	u	1%	-1%	1%	1%
> O=C(Nc1cccc2ccccc12)c1ccc([N+](=O)[O-])o1
    u	-8%	u	7	u	-9%	0%	-3%	13µM*	-13%	2%
> c1ccc(SCCN2CCN(c3ccccc3)CC2)cc1
    10%	-3%[1.84 µM]	-2%	-13	-5%	-5%	u	x	2%	15%	u
> CCOC(=O)C1CCN(c2ncnc3c2c(-c2ccccc2)cn3-c2ccccc2)CC1
    u	-9%	33%	0	-1%	-1%	u	1%	-11%	0%	-3%
> O=C(Cc1cccs1)NNC(=S)NCc1ccc(Cl)cc1
    7%	-6%	4µM*	-2	5%	-1%	19%	0%	-15%	-1%	0%
> COc1ccc(C2c3c(ncn(CCCO)c3=N)Oc3ccc4ccccc4c32)cc1OC (stereo not given)
    11%	-7%	-20%	0	-1%	3%	x	-4%	-1%	-5%	1%
> O=S(=O)(NCCc1ccccc1)c1ccc(S(=O)(=O)N2CCCCC2)cc1
    0%	-3%	0%	3	1%	-1%	1%	0%	-6%	1%	1%
> Nc1c(C(=O)NCCN2CCOCC2)c2nc3ccccc3nc2n1-c1ccccc1
    u	8%	36%	1	u	23%	-27%	0%	5%	5%	-1%
> CC(NC(=O)c1ccc(N2CCNCC2)c([N+](=O)[O-])c1)C12CC3CC(CC(C3)C1)C2 (stereo not given)
    -11%	-2%	-1%	14	6%	6%	1%	-43%	-9%	0%	-1%
> CN1CCN(C(=O)/C(=C/c2cccnc2)NC(=O)c2cccc(Br)c2)CC1
    0%	-4%	-1%	0	3%	-7%	-14%	5%	-4%	0%	1%
> O=C(Nc1ccc(N2CCN(C(=O)c3ccco3)CC2)cc1)c1cccnc1Cl
    5%	-1%	5%	12	-2%	-3%	13%	-2%	7%	-6%	-1%
> NS(=O)(=O)c1ccc(CCNC(=O)c2cccc(S(=O)(=O)N3CCCC3)c2)cc1
    1%	1%	x	-21	x	-2%	x	x	x	-5%	2%
> Cc1c(C(=O)O)oc2c1/C(=N\O)CCC2
    11%	1%	-6%	-23	x	-2%	0%	-5%	-9%	-1%	-2%
> O=C(NS(=O)(=O)Nc1ccccn1)c1c[nH]c2ccccc12
    8%	2%	-8%	1	-2%	-4%	-3%	x	2%	2%	0%
> Cn1cc(-c2ccccc2C(=O)O)c(=O)c2cc(Cl)ccc21
    7%	2%[1.84 µM]	-1%	34	-1%	-5%	7%	x	-1%	-1%	0%
> CC(=O)c1ccc(CC2SC(N)=NC2=O)cc1 (stereo not given)
    2%	3%	21%[1.91 µM]	-5	-14%	13%	-5%	-5%	4%	8%	-2%
> CCOC(=O)CC1COCCN1C(=O)c1cc(COc2ccc(F)c(F)c2)on1 (stereo not given)
    u	26%	40%	0	-8%	13%	u	x	18%	16%	u
> Cc1ccc(CN2CCN(Cc3cnc(N4CCOCC4)s3)CC2CCO)cc1 (stereo not given)
    u	0%	-13%	-6	1%	-1%	1%	-3%	1%	-3%	-1%
> O=C(Cc1ccc(Cl)cc1Cl)Nc1cccc(S(=O)(=O)Nc2ccccc2F)c1
    -6%	-3%	u	5	0%	-3%	u	-28%	u	0%	u
> COc1ccc(OC)c(C(C)NC=O)c1 (stereo not given)
    3%	-3%	5%[0.365 µM]	4	-6%	-3%	0%	0%	x	-2%	-1%
> O=C(CCCn1c(=S)[nH]c2ccsc2c1=O)Nc1ccc2c(c1)OCO2
    6%	4%	13µM*	-41	-1%	2%	u	1%	-19%	-2%	u
> Cc1sc(Nc2ccc([N+](=O)[O-])cc2)nc1-c1c(C)n(C)n(-c2ccccc2)c1=O
    u	-4%	-9%	-13	13%	1%	-8%	0%	-12%	-1%	-1%

Screens deposited in PubChem BioAssay by National Center for Advancing Translational Sciences (NCATS).
